# All columns: NCI-60 one-dose screen, growth in % after 48 h at 10 µM unless noted; 100 = growth as untreated, 0 = no growth, -100 = all killed.
# UACC-62 – UACC-62 melanoma | 5.4% of 81,000 active
# HS 578T – HS 578T breast cancer | AID 1794788 | 4.1% of 78,000 active
# UACC-257 – UACC-257 melanoma. 4.4% of 78,000 active. AID 1794764
# LOX IMVI – LOX IMVI melanoma | 7.4% of 79,000 active | AID 1794757
# MALME-3M – MALME-3M melanoma. 5.8% of 78,000 active. AID 1794766
# SK-MEL-28 – SK-MEL-28 melanoma | AID 1794761 | 4.1% of 81,000 active
# SK-MEL-5 – SK-MEL-5 melanoma; 6.4% of 80,000 active
# SK-MEL-2 – SK-MEL-2 melanoma | 4.7% of 77,000 active | AID 1794763
# * marks the source's active call; other numbers are inactive results; . = not tested or not shown. The calls were made as follows: active = growth percent below 10; inactive = the rest.
# The opening three entries, to show the layout:
# The line under a structure holds: HS 578T	MALME-3M	UACC-257	LOX IMVI	SK-MEL-28	SK-MEL-5	UACC-62	SK-MEL-2
[1] COC(=O)c1cc2n(n1)-c1ncc(Br)cc1Oc1ccccc1-2
    94	98	97	98	122	95	102	104
[2] COc1cc(O)c2c(c1)[C@H]1O[C@@H]1C[C@H](O)[C@H](O)C(=O)/C=C\C[C@H](C)OC2=O
    77	-24*	.	32	7.0*	7.6*	-12*	20
[3] Cn1ccnc1C(=O)/C=C/c1ccc(NC(=O)Nc2ccc(Cl)cc2)cc1
    77	84	100	.	90	91	92	110

# The listing (from the top)
# The line under a structure holds: HS 578T	MALME-3M	UACC-257	LOX IMVI	SK-MEL-28	SK-MEL-5	UACC-62	SK-MEL-2
[1] COC(=O)c1cc2n(n1)-c1ncc(Br)cc1Oc1ccccc1-2
    94	98	97	98	122	95	102	104
[2] COc1cc(O)c2c(c1)[C@H]1O[C@@H]1C[C@H](O)[C@H](O)C(=O)/C=C\C[C@H](C)OC2=O
    77	-24*	.	32	7.0*	7.6*	-12*	20
[3] Cn1ccnc1C(=O)/C=C/c1ccc(NC(=O)Nc2ccc(Cl)cc2)cc1
    77	84	100	.	90	91	92	110
[4] Cc1cc(=O)oc2c3c(ccc12)OC(N)=C(C#N)C3c1ccccc1 (configuration not stated)
    118	97	84	94	104	100	85	95
[5] Cc1cccc(S(=O)C(c2ccccc2)c2ccccc2)c1 (configuration not stated)
    94	122	98	83	116	94	74	99
[6] Cn1ccnc1C(=O)/C=C/c1ccc(CNC(=O)c2ccc(F)cc2)cc1
    40	84	81	-1.3*	80	73	43	105
[7] C#C[C@]1(O)CC[C@H]2[C@@H]3CC=C4c5sc(N=C(N)N)nc5CC[C@]4(C)[C@H]3CC[C@@]21C
    -39*	-76*	-45*	-64*	-69*	-95*	-52*	-13*
[8] NC(C(=O)O)(c1ccccc1)c1ccc(Cl)cc1 (configuration not stated)
    95	102	97	94	108	96	96	103
[9] O=C1NN=C2CCCCCCC12 (configuration not stated)
    107	102	104	103	111	97	109	102
[10] CCOC(=O)c1sc(/N=C2\NC(=O)/C(=C3/C(=O)N(Cc4ccccc4)c4ccccc43)S2)nc1C
    94	91	111	96	104	103	97	108
[11] COc1cc(C2C3=C(COC3=O)N(CCO)c3cc4c(cc32)CCC4)cc(OC)c1OC (configuration not stated)
    15	55	53	22	54	-60*	31	6.8*
[12] COc1ccc(/C=C/C(=O)c2nnn(-c3ccc(F)cc3)c2C)cc1
    94	90	95	89	100	97	84	98
[13] CC1(C)O[C@@H]2CC3C4C[C@H](F)C5=CC(=O)C=CC5(C)C4C(O)CC3(C)[C@]2(C(=O)CO)O1 (some centres not stated)
    109	89	104	94	126	98	96	127
[14] CCC(CCN)(CCN)[N+](=O)[O-]
    87	85	105	98	98	101	97	91
[15] C[C@]12C=CC(=O)C=C1CCC1C2[C@@H](O)C[C@@]2(C)C1CC[C@]2(O)C(=O)COP(=O)(O)O (some centres not stated)
    110	106	84	93	105	117	104	109
[16] COc1cc(/C=N/n2cnc3oc(-c4ccccc4)cc3c2=N)cc(CN2CCCCC2)c1O
    -36*	-81*	-27*	-87*	-86*	-90*	-75*	-38*
[17] CCOC(=O)C1=C(C)NC(SCc2cc(=O)oc3ccc(Cl)cc23)=N[C@@H]1c1cccc2ccccc12
    106	106	81	96	99	100	87	84
[18] CC1=C2C(=C[C@@](C)(CO)[C@@H]2OC(=O)N(C)CCN(C)C(=O)OC(C)(C)C)C(=O)[C@](C)(O)C12CC2
    94	67	100	62	82	77	84	71
[19] O=C(Nc1ccc(-c2nc(N3CCOCC3)c3cccn3n2)cc1)Nc1cccnc1
    -32*	-30*	-12*	-1.4*	-17*	-72*	-29*	-4.4*
[20] CCOC(=O)c1cnc2ccc(Br)cc2c1Nc1cccc(NS(C)(=O)=O)c1
    97	108	111	94	116	86	92	113
[21] CC1(C)[C@@H](OC(=O)c2cccnc2)CC[C@]2(C)[C@H]3C(=O)C=C4[C@@H]5C[C@](C)(C(=O)N6CCOCC6)CC[C@]5(C)CC[C@@]4(C)[C@]3(C)CC[C@@H]12
    84	91	93	97	94	69	79	101
[22] N#Cc1c(-c2ccc(Cl)cc2)nc2c(c(-c3ccccc3)nn2-c2ccccc2)c1-c1ccc2c(c1)OCO2
    110	104	101	97	105	107	95	109
[23] N/C(=N\c1nc2ccccc2s1)C(Cl)(Cl)Cl
    104	96	98	90	99	99	86	100
[24] CCN(CC)CCCc1ccccn1
    96	103	94	95	108	95	96	112
[25] CSc1ncnc2c1ncn2C1CCCO1 (configuration not stated)
    103	94	124	102	141	107	88	99
[26] O=C(NCn1c(=O)[nH]c2ccccc2c1=O)Nc1ccccn1
    93	85	106	102	98	107	93	108
[27] O=C1CCCCC1Nc1ccc(Br)cc1 (configuration not stated)
    116	.	104	86	104	103	89	103
[28] O=C(Cc1ccc(/C=C/C(=O)c2ncc[nH]2)cc1)Nc1c(F)c(F)c(F)c(F)c1F
    97	103	103	81	111	107	91	111
[29] COc1ccc(-n2cc(-c3ccc(OC)c(OC)c3)nc2SCc2cccc(C#N)c2)cc1
    79	80	86	84	113	85	77	98
[30] Nc1ccccc1-c1ccc(-c2ccccc2)c2c1[nH]c1ccccc12
    92	97	99	99	96	92	83	76
[31] CSc1nc(-c2ccc(C)cc2)[nH]c1S(=O)(=O)c1ccccc1
    98	93	85	96	104	90	87	89
[32] COc1ccc(/C=N/NC(=O)COc2ncnc3sc4c(c23)CCCC4)c(OC)c1OC
    93	97	117	95	104	99	92	106
[33] Cc1cccc(OCC(=O)O)c1C
    122	114	102	96	121	100	105	113
[34] CC[C@H]1OC(=O)[C@H](C)[C@@H](O[C@H]2C[C@@](C)(OC)[C@@H](O)[C@H](C)O2)[C@H](C)[C@@H](O[C@@H]2O[C@H](C)C[C@H](N(C)C)[C@H]2O)[C@](C)(OC)C[C@@H](C)C(=O)[C@H](C)[C@@H](O)[C@]1(C)O
    101	104	118	118	104	.	100	123
[35] Cc1cc(C)c2cc(C(=O)N3CCSCC3)[nH]c2c1
    95	105	99	102	104	98	92	110
[36] CCOC(=O)c1[nH]cnc1/N=N/N(C)C
    106	91	95	102	110	101	102	120
[37] O=c1[nH]c(=S)[nH]c2nc(/C=C/c3ccccc3)c(/C=C/c3ccccc3)nc12
    105	95	97	101	106	98	95	106
[38] COc1ccc(Nc2nc(SCC(C)C)nc(-c3ccc(F)cc3)c2C#N)cc1
    79	62	73	58	72	54	41	72
[39] N=c1c2cc(-c3ccccc3)oc2ncn1/N=C/c1ccc(Br)cc1
    79	16	90	45	78	97	90	104
[40] COc1cc(C(=O)c2c(-c3ccccc3)oc3c(OC)cccc23)cc(OC)c1O
    4.9*	47	71	16	63	20	39	62
[41] OC(c1cc(-c2ccc(Cl)cc2)nc2c(Cl)cccc12)C1CCCCN1 (configuration not stated)
    -48*	-50*	-77*	-77*	-95*	-0.9*	-76*	-91*
[42] CN(C(=O)Cn1ccnc1)C(c1ccccc1)c1ccccc1
    95	93	99	97	105	99	88	108
[43] CC(=O)c1ccc(NC(=O)CSc2nnc(C(C)c3ccc(CC(C)C)cc3)o2)cc1 (configuration not stated)
    92	99	99	94	107	98	97	103
[44] O=C(O)COC1CC(=O)N2c3ccccc3C34CCN5C(=O)C(=O)C(CC53)C1C24 (configuration not stated)
    116	99	122	108	115	96	98	121
[45] O=C(O)c1ccc(-c2nn(-c3ccc(C(=O)O)cc3)cc2CNc2ccc3c(c2)OCO3)cc1
    106	102	105	92	103	98	98	97
[46] C=CCOc1ccc(S(C)(=O)=O)cc1
    126	107	89	99	133	107	94	.
[47] N#Cc1c(-c2cccnc2)nc(N=Nc2c(O)[nH]c3ccc(Br)cc23)[nH]c1=O
    98	103	100	95	107	.	90	97
[48] CC(=O)C1=C(O)/C(=C\C=C\c2ccccc2)OC1=O
    95	97	88	98	99	99	104	112
[49] CC(=O)c1c(C)n(-c2ccccc2)c2c1c(-c1ccccc1)nc1ccccc12
    102	121	98	77	91	78	70	103
[50] CC(C)(C)OC(=O)N1C(=O)c2c(c3c4cccnc4[nH]c3c3ccc4ccccc4c23)C1=O
    103	90	103	85	98	99	84	120
[51] CCOc1cc(/C=C2\SC(=S)NC2=O)ccc1O
    59	71	88	65	82	70	75	90
[52] CCN1C(=O)N(CC)C2C1NN=c1s/c(=C\c3ccc([N+](=O)[O-])cc3)c(=O)n12 (configuration not stated)
    17	46	31	37	64	28	28	70
[53] Cc1ccccc1S(=O)(=O)N1C(=O)c2ccccc2S1(=O)=O
    104	103	107	95	110	117	99	121
[54] O=C(c1ccc(O)cc1)c1ccc(O)cc1
    107	.	96	97	110	99	110	101
[55] O=c1oc2c(C(F)(F)F)cccc2cc1-c1csc(Nc2ccc(OCCF)cc2)n1
    23	66	55	20	.	.	.	18
[56] Nc1cccc(N=Nc2c(S(=O)(=O)O)cc3cc(Nc4ccc5c(O)c(N=Nc6cccc(N)c6)c(S(=O)(=O)O)cc5c4)ccc3c2O)c1
    103	96	104	105	104	98	91	95
[57] O=C(O)CS(=O)(=O)c1ccccc1
    111	116	90	98	108	103	100	100
[58] COc1ccc2nc(-c3ccc(Cl)cc3)cc(-c3nnc(SC/C(=N/O)c4ccccc4)o3)c2c1
    72	25	60	44	44	26	49	61
[59] COc1ccc(C(=O)/C=C/c2ccccc2)cc1S(=O)(=O)Nc1cccnc1
    93	99	97	67	102	98	87	102
[60] O=c1c2cc(F)ccc2sc2c(NCCN3CCCCC3)nc3ccccc3c12
    56	59	65	-63*	-15*	70	37	99

# Look-ups from the list.
# For UACC-62, cpd 45 has the entry 98
# For SK-MEL-5, cpd 44 has the entry 96

# More records follow:
# The line under a structure holds: HS 578T	MALME-3M	UACC-257	LOX IMVI	SK-MEL-28	SK-MEL-5	UACC-62	SK-MEL-2
[61] Fc1ccc(NCc2nnc(-c3ccc(Cl)cc3)o2)cc1
    85	94	68	80	94	80	.	86
[62] O=C(CC(CC(=O)c1ccccc1)c1ccccc1O)c1ccccc1
    87	92	98	94	101	89	82	91
[63] CC(C)CCOC(OCCC(C)C)OCCC(C)C
    118	102	94	93	116	99	107	102
[64] CCOc1ccc(/C=N/NC(=O)Cn2nc(Cc3ccccc3)c3onc(C)c3c2=O)cc1
    -13*	-12*	66	14	54	68	37	3.1*
[65] CN=C(N)c1ccc(N)cc1
    110	110	104	103	109	104	101	104
[66] C=C(C)[C@@H]1CC[C@]2(C(=O)ON)CC[C@]3(C)[C@H](CC[C@@H]4[C@@]5(C)C/C(=C/c6ccc(Br)cc6)C(=O)C(C)(C)[C@@H]5CC[C@]43C)[C@@H]12
    88	83	81	70	85	86	59	89
[67] COc1cc(C(=O)CBr)c(OC)cc1C
    111	.	98	98	106	102	105	108

# Structural class: the entries above containing a tert-butyl group (2)
# The line under a structure holds: HS 578T	MALME-3M	UACC-257	LOX IMVI	SK-MEL-28	SK-MEL-5	UACC-62	SK-MEL-2
[18] CC1=C2C(=C[C@@](C)(CO)[C@@H]2OC(=O)N(C)CCN(C)C(=O)OC(C)(C)C)C(=O)[C@](C)(O)C12CC2
    94	67	100	62	82	77	84	71
[50] CC(C)(C)OC(=O)N1C(=O)c2c(c3c4cccnc4[nH]c3c3ccc4ccccc4c23)C1=O
    103	90	103	85	98	99	84	120

# Hits appear at their usual frequency. About 11% of those tested had a hit in this group.
